# Screens as filed in PubChem.
# CSN inh: CSN deneddylation inhibition; Q92905; Purified CSN, SCF-Nedd8-OG deneddylation, fluorescence polarization; inhibition, % at 12.5 µM; hit rate 0.38% among 360,000; AID 651999;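 active means pattern-corrected inhibition above about 35%, with an unprinted fluorescence ratio check between 0.5 and 1.5, limit read from the data, passing the limit was not always enough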;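 further: 0% = enzyme with substrate and 100% = substrate without enzyme; some results filed as inactive read as strong as hits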
#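 Assay system: Purified human Csn5 enzyme expressed in HEK293T cells | Amount: Enzyme 0.24 nM | Measured by: Fluorescence polarization readout | Medium: Tris/NaCl/DTT buffer, pH 7.5 | Compound dosing: One concentration, 12.5 µM, 0.25% DMSO | Times: 90 min incubation of compound, enzyme and substrate at room temperature | Control set: no-enzyme wells high, enzyme-with-substrate wells low | Read-out: % inhibition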
# Rin1-Abl PPI inh: inhibitors of human Rin1-Abl protein interaction | P00519+Q13671 | inhibition, % at 7.35 µM | hit rate 0.4% among 360,000 | TR-FRET Rin1/Abl binding, biochemical; in the data active means inhibition above about 5%, passing the limit was not always enough
# NadD block: blocks S. aureus nicotinate mononucleotide adenylyltransferase. purified NadD enzyme, colorimetric absorbance read-out. inhibition, % at 20 µM. hit rate 0.78% among 360,000; in the data active means inhibition above about 26%; further: some compounds past the cut are filed as inactive
# Neddyl block: cullin neddylation inhibition; P61081+Q13564; calls only at 25 µM; hit rate 0.58% among 360,000; TR-FRET cullin neddylation, biochemical; in the data active means inhibition above about 36%
# Rpn11 inh: Rpn11 (human) deubiquitinase inhibition. human 26S proteasome, Ub4-pepOG fluorescence polarization; 20S core pre-blocked with epoxomicin. O00487. calls only at 20 µM. hit rate 0.59% among 360,000;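 active means inhibition at 20 µM, scaled to each plate's controls, above about 33%, limit read from the data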
# MT1-MMP act inh: inhibitors of human MT1-MMP activation. P50281. AID 651647. HT1080 RFP-PRO-GFP cells, GFP/RFP ratio fluorescence, overnight; percent of plate control window, DMSO zero. GFP/RFP ratio change, % at 20 µM. hit rate 0.061% among 360,000;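 active means GFP/RFP ratio change of at least 30% with cell ATP level not reduced by more than half and red fluorescence within 50% of control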; further: strong numbers were not always called active
#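 Assay system – RFP-PRO-GFP reporter HT1080 cells · Compound dosing – single dose of 20 µM compound, 1% DMSO final · Incubation – overnight compound exposure at 37 °C · Measure – GFP/RFP fluorescence ratio · Benchmarks – DMSO wells and RFP-L50D-GFP cells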
# SKN-1 inh: blocks SKN-1 activity in C. elegans; hit rate 0.49% among 360,000; inhibition, % at 21.8 µM; C. elegans VP596 Pgst-4::GFP/RFP ratio, acrylamide-induced, 24 h;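 active means interference check ratio from 0.5 to 1.5 plus GFP to RFP signal ratio inhibition reaching or exceeding a fixed threshold, cut at about 30% in these data, passing the limit was not always enough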; further: some compounds called inactive have numbers as strong as hits
# PABP1 MLLE inh: inhibitors of microRNA-mediated deadenylation, human PABP1 MLLE binding; GST-MLLE / FITC-PAM2 fluorescence polarization; inhibition, % at 20 µM; hit rate 0.36% among 360,000; AID 588489; in the data active means inhibition above about 35%, passing the limit was not always enough;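 further: plate controls were DMSO wells with GST-MLLE for no effect and wells lacking GST-MLLE protein for full effect; some results filed as inactive read as strong as hits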
# FAS-TE inh: inhibitors of human fatty acid synthase thioesterase domain; P49327; hit rate 0.67% among 360,000; inhibition, % at 15 µM; AID 602261; recombinant FAS-TE, OMFH fluorogenic substrate, fluorescence endpoint;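 active means compounds whose normalised, plate-corrected inhibition of enzyme fluorescence in the single-dose primary screen is 50% or more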;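 further: 0% = DMSO with enzyme and 100% = substrate without enzyme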
# * = called active by the depositor; i = inactive; x = not tested or not shown; + = active, no number; & = joins results of further samples; ! = repeats disagree.
SMILES,CSN inh,Rin1-Abl PPI inh,NadD block,Neddyl block,Rpn11 inh,MT1-MMP act inh,SKN-1 inh,PABP1 MLLE inh,FAS-TE inh
CCC(C)NC(=O)CSc1nc2ccsc2c(=O)n1-c1ccc(OC)cc1 (stereo not drawn),2.7,-1.3,1.4,i,i,2.3,-3.7,2.5,-6.4
O=C(C1CC(=O)N(C2CCCC2)C1)N1CCN(c2ccccc2)CC1 (stereo not drawn),-0.3,0.7,-1.8,i,i,-0.1,17.4,-3.0,-2.3
CN(C(=O)CSc1nnc(Cc2cccs2)n1C1CC1)C1CCS(=O)(=O)C1 (stereo not drawn),2.0,5.8,-4.1,i,i,-3.4,4.8,-9.7,-3.4
O=C(CCc1ccccc1)Nc1ccc(S(=O)(=O)N2CCCC2)cc1,0.5,3.5,-5.8,i,i,0.6,2.1,8.7,0.0
CC1CCCCC1NC(=O)CN1C(=O)COc2ccccc21 (stereo not drawn),7.1,0.3,-2.7,i,i,1.4,8.6,-0.4,-4.4
CC1C(=O)N2CCCc3cc(NC(=O)c4ccccc4Br)cc1c32 (stereo not drawn),3.2,-1.2,3.0,i,i,5.5,-0.4,-1.4,-2.3
CCC(CO)Oc1cc(NC(=O)Cc2ccccc2F)c2ncn(C(C)C)c2c1 (stereo not drawn),3.2,-0.8,-5.0,i,i,-1.2,-3.4,1.8,-3.9
NC(=O)C1CCN(C(=O)CSc2nc3ccccc3o2)CC1,-4.4,1.7,-4.6,i,i,-8.9,-0.3,2.6,-17.7
CCOC(=O)c1ccc(-n2ncc(C(=O)OCC)c2N)cc1,0.8,-3.1,1.2,i,i,3.1,26.2,3.9,-3.1
COc1cc(OC)c(NC(C)C(=O)NCc2ccccc2)cc1Cl (stereo not drawn),-8.0,5.0,-3.2,i,i,0.1,5.9,3.6,0.0

# 2 of these compounds, reformatted.
CCC(CO)Oc1cc(NC(=O)Cc2ccccc2F)c2ncn(C(C)C)c2c1 (stereo not drawn)
  CSN inh: 3.2
  Rin1-Abl PPI inh: -0.8
  NadD block: -5.0
  Neddyl block: i
  Rpn11 inh: i
  MT1-MMP act inh: -1.2
  SKN-1 inh: -3.4
  PABP1 MLLE inh: 1.8
  FAS-TE inh: -3.9
NC(=O)C1CCN(C(=O)CSc2nc3ccccc3o2)CC1
  CSN inh: -4.4
  Rin1-Abl PPI inh: 1.7
  NadD block: -4.6
  Neddyl block: i
  Rpn11 inh: i
  MT1-MMP act inh: -8.9
  SKN-1 inh: -0.3
  PABP1 MLLE inh: 2.6
  FAS-TE inh: -17.7

# More results.
SMILES,CSN inh,Rin1-Abl PPI inh,NadD block,Neddyl block,Rpn11 inh,MT1-MMP act inh,SKN-1 inh,PABP1 MLLE inh,FAS-TE inh
COc1ccc(-c2cc(-c3ccc(C)cc3)nc(SCc3nnc(-c4ccccc4)o3)c2C#N)cc1OC,18.5,-2.3,20.3,i,+,-10.3,1.4,-14.2,19.3
CCC(=O)N1CCC(C)(C(=O)Nc2cc(OC)c(OC)c(OC)c2)C1 (stereo not drawn),0.0,-2.1,0.5,i,i,1.5,9.4,4.7,-6.9
COc1ccc(C(=O)N2CCC(C(=O)Nc3ccc(C)cc3)CC2)cc1,-2.3,3.6,6.6,i,i,x,-1.7,-7.3,-3.3
Cc1cccc(OCc2nnc(N)s2)c1C,-4.9,0.1,-3.1,i,i,4.5,-5.8,-33.5,-6.5
CCN(CC(=O)Nc1c(F)cccc1F)C(=O)CCOc1ccc(C)cc1,5.9,0.1,1.0,i,i,-5.2,18.9,1.2,-3.5
O=C(NC1CC1)c1ccccc1,5.6,1.3,-0.2,i,i,3.3,12.8,13.2,-9.8
CN(CC(=O)Nc1cccc(F)c1)C(=O)c1ccc(COc2ccccc2)o1,-1.5,0.3,-6.3,i,i,-6.8,-7.0,-2.3,-0.2
CCc1ccc(C(=O)N2CCCN(C)CC2)s1,-3.3,0.8,-2.5,i,i,2.3,18.5,-10.4,-3.4
O=C(Cc1ccc(Cl)c(Cl)c1)N/N=C/c1cccnc1,2.7,-5.3,-0.8,i,i,6.3,-7.3,-10.3,11.6
CCN(Cc1ccncc1)Cc1c(O)ccc2cc(Br)ccc12,-9.7,-6.8,1.5,i,i,4.3,5.0,7.5,4.2
CCOC(=O)/C=c1\s/c(=C\c2ccc(C(F)(F)F)cc2)c(=O)n1CC(=O)NCc1ccco1,12.1,3.2,4.1,i,+,-5.9,18.1,-28.5,6.8
COc1cccc2cc(C(=O)NCc3ccccc3Br)c(=O)oc12,3.6,1.4,-0.8,i,i,0.7,-0.3,-14.9,3.0
Cc1cccc(C(C(N)=O)c2ncc(C(F)(F)F)cc2Cl)c1 (stereo not drawn),-8.0,6.5,-6.0,i,i,-0.4,0.2,-1.5,5.4
Cc1cccc(/C=N/NC(=O)c2ccc(Br)cc2)c1,-7.7,-1.6,-5.4,i,i,3.6,1.8,-4.7,-3.1
C/C(=N\NC(=O)c1ccccc1[N+](=O)[O-])c1c(O)cc(C)oc1=O,1.7,-3.1,0.7,i,i,1.1,8.9,1.1,-7.1
Cc1ccc(Cn2nc(C)c(NC(=O)CSc3n[nH]c(C)c3[N+](=O)[O-])c2C)cc1,3.9,-2.8,-2.8,i,i,-5.2,2.8,15.1,3.4
Cc1cccc(C)c1NC(=O)C1CCN(S(C)(=O)=O)CC1,11.9,-0.1,2.4,i,i,5.9,-3.5,-4.0,-4.9
CCN(CC)c1ccc(SS(=O)(=O)O)cc1,-1.0&4.0,-1.9&1.5,-0.5&-1.5,i,i,2.0&7.5,6.3&-4.3,43.1*!,-2.6&-4.2
Nc1c(Cl)ncnc1N/N=C/c1ccncc1,-1.4,-3.4,-3.4,i,i,14.5,-7.8,15.1,-1.4
CCOC(=O)C1=C(C)NC(SC)=C(C#N)C1CC(C)C (stereo not drawn),3.1,2.7,-5.3,i,i,-1.4,3.9,13.4,21.8
COCCCNC(=S)Nc1ccc2c(c1)OCCO2,-14.3,-1.7,1.9,i,i,-23.9,-6.3,-13.2,-8.6
CN(C(=O)C1CC1)C1CCS(=O)(=O)C1 (stereo not drawn),6.0,1.0,-4.1,i,i,1.1,1.9,8.1,-5.7
COc1cc(C(=S)N2CCOCC2)ccc1OS(=O)(=O)c1ccccc1[N+](=O)[O-],-0.8,1.6,1.4,i,i,2.8,8.3,31.7,26.2
O=C(OCCN1C(=O)c2cccc3c(N4CCOCC4)ccc(c23)C1=O)c1ccc(Cl)cc1,-4.9,-0.7,-4.5,i,i,-145.2,-10.8,-11.8,-120.2
COc1ccc(OC)c(C(O)c2ncc(-c3ccccc3OC)[nH]2)c1 (stereo not drawn),2.8,1.1,0.8,i,i,5.4,2.3,-10.1,-6.0
CC(C)(C)c1cc(-c2nc(N)nc(N)n2)cc(C(C)(C)C)c1,-6.5,-0.1,-6.4,i,i,1.8,7.0,10.3,1.4
Cc1cnccc1CN(C)Cc1nc(Cc2ccccc2Cl)no1,3.0,0.1,-0.3,i,i,-11.7,6.8,9.5,-1.7
CN(Cc1cnn(-c2ccc(F)cc2)c1)Cc1nc(Cc2ccccc2)no1,0.1,2.5,-2.4,i,i,3.6,-8.6,-9.9,13.3
COc1ccccc1-n1ccnc(SCC(=O)NC2CCCC2)c1=O,1.7,-3.6,-3.9,i,i,1.7,-8.6,24.5,-5.3
O=C(COc1cc(Cl)ccc1Cl)N1CCNC1=O,0.1,0.4,-2.6,i,i,1.1,18.1,9.5,-12.5
Cc1ccc(CN2CCN(Cc3cccc(-n4cccn4)c3)CC2CCO)cc1 (stereo not drawn),-12.0,2.3,-3.0,i,i,9.7,-1.0,-2.6,-2.1
C[C@@H]1ON(C)[C@H]2C[C@H]3c4cc(-c5cccc(F)c5)ccc4CCN3C(=O)[C@@H]12,-2.8,0.1,4.4,i,i,3.5,-3.5,3.4,-5.0
CCSC1=NCCN1S(=O)(=O)c1ccc2ccccc2c1,1.2,-1.2,-1.3,i,i,-1.7,-7.6,-6.9,11.4
COc1cccc2cc(C(=O)C3=C(O)C(=O)N(CCN4CCOCC4)C3c3cccc(Cl)c3)oc12 (stereo not drawn),6.7,-5.5,16.1,i,i,-7.8,-18.5,15.8,1.8
Cc1nn(-c2ncc(C(F)(F)F)cc2Cl)c(=O)n1-c1ccc(F)cc1,5.0,-5.5,-4.3,i,i,-1.0,-14.2,-4.4,-4.4
CC1(C)CC(=O)C=C(NCc2ccc(C(=O)O)cc2)C1,-2.7,-1.1,-2.4,i,i,3.7,0.1,-2.9,-12.2
Cc1ccc(/C=N/N2CCN(Cc3ccccc3)CC2)o1,-4.5,4.8,-1.0,i,i,2.7,2.5,6.9,-6.6
COc1cccc(CN(C(=O)COc2ccccc2[N+](=O)[O-])C2CCS(=O)(=O)C2)c1 (stereo not drawn),-8.7,0.3,6.4,i,i,-1.1,12.6,3.9,11.3
COCCCN(C(=O)c1cc2c(s1)CCCCC2)c1c(N)n(Cc2ccccc2)c(=O)[nH]c1=O,5.0,-3.5,2.6,i,i,0.0,-0.6,-5.2,5.7
COc1cc(C(=O)NNC(=O)CCOc2ccccc2C)cc(OC)c1OC,-3.1,3.0,-0.3,i,i,-0.8,20.1,7.2,-2.6
Cc1ccc(Cc2cncc(O)c2)cc1S(=O)(=O)O,8.6,-2.2,2.5,i,i,6.8,12.4,6.6,-10.4
COC(=O)[C@]1(C)N[C@H](CN(C)C(=O)NC(C)C)[C@@H]2C(=O)N(Cc3ccccc3)C(=O)[C@@H]21,0.5,-1.0,-0.5,i,i,0.0,3.5,-3.3,-12.5
CCCOC1CCCN(C(=O)c2cc(COc3cncc(Cl)c3)on2)C1 (stereo not drawn),-2.6,0.8,-3.5,i,i,0.8,16.4,12.1,-0.8
COc1cc(S(=O)(=O)NCc2cccnc2)ccc1F,-5.4,-3.6,2.6,i,i,0.2,-6.5,5.5,-5.6
COc1ccc(C(=O)Oc2c(OC)cc(C(=S)N3CCOCC3)cc2OC)cc1OC,-2.0,-2.1,3.7,i,i,2.4,8.0,26.4,1.7
Cc1ccc(CNC(=O)c2nnc(Cc3ccc(Cl)cc3)o2)cc1,-0.5,0.0,-8.2,i,i,1.5,-9.7,-8.5,-1.1
O=C1O[C@@H](c2ccccc2)C[C@@H](O)C(=O)CCc2ccccc21,-2.2,x,-1.4,i,x,5.2,-3.7,x,-6.6
Cc1nn(-c2ccccc2)c(C)c1/C=C/C(=O)OCC(=O)Nc1ccc(C(N)=O)cc1,-0.9,3.9,-2.1,i,i,-3.0,-4.2,-1.1,-2.9
c1ccc(C2Nc3ccccc3C3OCCCC23)cc1 (stereo not drawn),2.0,1.6,3.5,i,i,x,9.2,-2.8,14.1

# A different layout for 4 compounds above:
compound	CSN inh	Rin1-Abl PPI inh	NadD block	Neddyl block	Rpn11 inh	MT1-MMP act inh	SKN-1 inh	PABP1 MLLE inh	FAS-TE inh
COC(=O)[C@]1(C)N[C@H](CN(C)C(=O)NC(C)C)[C@@H]2C(=O)N(Cc3ccccc3)C(=O)[C@@H]21	0.5	-1.0	-0.5	i	i	0.0	3.5	-3.3	-12.5
c1ccc(C2Nc3ccccc3C3OCCCC23)cc1 (stereo not drawn)	2.0	1.6	3.5	i	i	x	9.2	-2.8	14.1
COc1cc(S(=O)(=O)NCc2cccnc2)ccc1F	-5.4	-3.6	2.6	i	i	0.2	-6.5	5.5	-5.6
Cc1nn(-c2ccccc2)c(C)c1/C=C/C(=O)OCC(=O)Nc1ccc(C(N)=O)cc1	-0.9	3.9	-2.1	i	i	-3.0	-4.2	-1.1	-2.9

# Rows are unselected; about 3.9% have a hit in one of these screens.
